# Source: PubChem
# FN deposit inh – fibronectin deposition inhibition. AH1F fibroblasts, Alexa488-fibronectin deposition fluorescence, overnight. actives 0.086% (n = 350,000). inhibition, % at 12.6 µM;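 active = mean inhibition across replicates of 30% or more, regardless of how many single replicates reach that level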;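 note: positive control wells lacked labelled fibronectin entirely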
#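 Schedule: 1 h cell adhesion before compound, then overnight fibronectin incubation; test system: AH1F fibroblast monolayer depositing Alexa488-labelled fibronectin into matrix; quantity: 10000 AH1F cells per well; probe or stimulus: fluorescent fibronectin at 24 nM final; signal: fluorescence, ex 485 nm, em 525 nm; evaluation: percent inhibition as loss of matrix-bound fibronectin fluorescence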
# LGR2 inh – Drosophila LGR2 receptor signaling inhibition. HEK293 LGR2, CRE-luciferase, bursicon-stimulated, 4 h. inhibition, % at 9.99 µM. actives 0.35% (n = 380,000);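 active = drop in luminescence signal, shown as inhibition above about 50% in the replicate tests, limit read from the data, passing the limit was not always enough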;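 note: agonist challenge used bursicon conditioned medium at about half maximal strength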
# miR-122 sensor – inhibitors of miR-122 in Huh7 cells; Huh7 miR-122 Renilla luciferase sensor, 48 h; neutral wells = 0, positive control = 100; activation (reporter increase), % at 12.5 µM; actives 0.3% (n = 340,000); AID 602342;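 active = mean replicate activation score at least 90 and every replicate individually at or above 90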;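 note: higher luciferase means less miR-122 activity so hits act as miR-122 inhibitors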
# Cneo AK release – Cryptococcus neoformans lysis via adenylate kinase release | actives 0.2% (n = 360,000) | lysis activity, % at 15 µM | AID 651654 | C. neoformans lysis, adenylate kinase release luminescence, 4 h; normalised: neutral wells 0, clomiphene wells 100;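 active = mean lysis activity across replicates of at least 80%, whatever share of replicates individually reach that level; inactive = mean lysis activity below 80%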
#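 Assay system: C. neoformans cells. Amount: yeast cell density of 5 × 10^6 cells/mL. Technique: AK luminescence. Buffer or medium: YPD. Times: static 4 h at 37 °C with compound, 1 h detection. Dosing: single-point compound dose. Read-out: lysis from increased AK signal.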
# Casp6 inh – blocks human caspase-6 cleavage activity. P55212. purified caspase-6, Z-VEID-R110 cleavage fluorescence. inhibition, % at 12.5 µM. actives 0.53% (n = 350,000). AID 686996;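 active = mean inhibition across replicates at least about 35%, with every replicate also reaching that limit, limit read from the data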;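 note: 0% = median of neutral control wells and 100% = no fluorescence left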
# Target sequence (P55212 24-179 limits assumed): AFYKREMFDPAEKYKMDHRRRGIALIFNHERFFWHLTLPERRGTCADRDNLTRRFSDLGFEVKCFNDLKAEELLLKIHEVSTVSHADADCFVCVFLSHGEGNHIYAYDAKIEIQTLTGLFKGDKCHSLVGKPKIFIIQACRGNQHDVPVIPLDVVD
# Target sequence (P55212 194-293 limits assumed): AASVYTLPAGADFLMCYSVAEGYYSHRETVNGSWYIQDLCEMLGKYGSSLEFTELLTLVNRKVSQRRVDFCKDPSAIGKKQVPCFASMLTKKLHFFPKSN
# PGC1a acetyl inh – lowers PGC1a acetylation signal in U2OS cells | AlphaScreen anti-acetyl-lysine; with virally co-expressed GCN5 acetyltransferase | inhibition, % at 15.6 µM | actives 0.17% (n = 350,000) | AID 651687;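 active = every replicate shows inhibition of at least 40%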;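 note: 0% = neutral control wells and 100% = positive control wells; some results beyond the cut were filed as inactive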
# PAX8 reporter – lowers PAX8-driven luciferase in RMG-I cells; RMG-I TPO-luciferase reporter, SteadyGlo, 24 h; actives 1.2% (n = 360,000); AID 652154; inhibition, % at 12.6 µM;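 active = mean replicate inhibition at least 60% with every replicate also reaching 60%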;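 note: luciferase light reporting Pax8 driven TPO promoter activity; plate controls were median of neutral control wells for no effect and mitoxantrone controls for full effect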
# EWS-Fli block – inhibitors of EWS/Fli oncoprotein transcriptional activity. A673 NR0B1-luciferase reporter, viability-normalised. inhibition, % at 12.6 µM. AID 651661. actives 0.67% (n = 350,000);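 active = mean inhibition of at least 50% after viability correction, with every replicate also passing that limit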;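 note: firefly luciferase signal divided by Alamar Blue viability fluorescence both relative to DMSO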
# An asterisk follows results filed as active; . = no result given; [ ] = another dose, or the depositor's remark.
# Start of the data: the first 2 records (preview)
[1] Cc1ccc2cc(COC(=O)c3ccncc3)c(=O)[nH]c2c1
[2] O=C(NCc1ccccn1)c1nc(Cn2ccc([N+](=O)[O-])n2)no1

assay / entry	1	2
FN deposit inh	5	5
LGR2 inh	.	10
miR-122 sensor	3	-4
Cneo AK release	0	-3
Casp6 inh	.	-1
PGC1a acetyl inh	4	-19
PAX8 reporter	5	-6
EWS-Fli block	.	1

# All compounds of this part, from the start:
[1] Cc1ccc2cc(COC(=O)c3ccncc3)c(=O)[nH]c2c1
[2] O=C(NCc1ccccn1)c1nc(Cn2ccc([N+](=O)[O-])n2)no1
[3] C[C@H]1CN([C@@H](C)CO)C(=O)c2cccc(NC(=O)Nc3ccc(F)cc3)c2O[C@H]1CN(C)S(=O)(=O)c1cn(C)cn1
[4] C[C@@H]1CN([C@H](C)CO)C(=O)Cc2cc(NC(=O)CCCCCC(=O)Nc3ccccc3N)ccc2O[C@H]1CN(C)Cc1ccc(C(F)(F)F)cc1
[5] CCOC(=O)C1=C(C)NC(=O)CC1c1ccccc1OC (configuration not stated)
[6] O=C(CN1CCOCC1)NCC[C@H]1CC[C@H](NC(=O)Nc2ccc(F)cc2)[C@@H](CO)O1
[7] COc1ccc(C2(CNC(C)=O)CCOCC2)cc1OC
[8] O=C(NCCO)/C(=C/c1ccc2c(c1)OCO2)NC(=O)c1ccc(Br)cc1

assay / entry	1	2	3	4	5	6	7	8
FN deposit inh	5	5	.	-25	4	.	15	3
LGR2 inh	.	10	3	0	-17	19	1	4
miR-122 sensor	3	-4	4[16.7 µM]	-20[16.7 µM]	.	.	0	.
Cneo AK release	0	-3	.	1	.	6	-3	.
Casp6 inh	.	-1	.	-2	-3	4	2	3
PGC1a acetyl inh	4	-19	-9	3	.	4	10	10
PAX8 reporter	5	-6	6	21	-4	-11	3	-13
EWS-Fli block	.	1	-20	18	11	6	10	-15

[9] C[C@@H]1CN([C@@H](C)CO)C(=O)c2cc(NC(=O)Nc3ccccc3)ccc2O[C@@H](C)CCCCO[C@H]1CN(C)C
[10] O=C1OC(c2cccs2)Sc2ccccc21 (configuration not stated)
[11] CCCC(C)(C)C(=O)N1CCC1(C)C(=O)NS(=O)(=O)c1ccc(Br)cc1 (configuration not stated)
[12] Cc1c(C(=O)N(Cc2ccncc2)CC2CCCO2)oc2c(F)cccc12 (configuration not stated)
[13] CCOc1ccc(NC(=O)CN(C)CC(=O)Nc2ccc(F)c(F)c2F)cc1OCC
[14] Cc1cc(C(=O)COc2ccc(F)cc2Br)c(C)n1C1CC1
[15] O=C(c1cccc(S(=O)(=O)N2CCN(c3ccc(F)cc3)CC2)c1)N1CCCC(C(F)(F)F)C1 (configuration not stated)
[16] COc1cccc(S(=O)(=O)N2C[C@H](O)COC[C@@H]3O[C@H](CC(=O)N4CCN(C)CC4)CC[C@H]32)c1

assay / entry	9	10	11	12	13	14	15	16
FN deposit inh	.	4	18	1	3	.	-3	-3
LGR2 inh	11	9	-5	2	-7	-3	15	-3
miR-122 sensor	3[16.7 µM]	.	3	5	-3	6	.	6[16.7 µM]
Cneo AK release	-3	.	0	2	0	-1	2	0
Casp6 inh	-5	4	-3	0	5	-1	4	0
PGC1a acetyl inh	-30	.	5	-3	4	-8	31	8
PAX8 reporter	-5	7	-15	3	-9	-42	31	-6
EWS-Fli block	3	0	-8	.	4	-47	21	4

[17] COc1ccc(C)cc1NC(=O)CN1CCN(S(=O)(=O)c2ccc(F)cc2)CC1
[18] COc1ccc(OC)c(NS(=O)(=O)c2ccc(NC(=O)c3ccc(NS(C)(=O)=O)cc3)cc2)c1
[19] C[C@H](CO)N1C[C@H](C)[C@H](CN(C)Cc2cccc(C(F)(F)F)c2)Oc2ncc(C#Cc3ccc(F)cc3)cc2C1=O
[20] CC(=O)c1ccc(NC(=O)Cn2cnc(S(=O)(=O)N3CCOCC3)c2)cc1
[21] COc1ccc2c(c1OC)C(=O)OC2N1C(=O)CC[C@H]1C(=O)Nc1ccc2c(c1)OCO2 (some centres not stated)
[22] O=[N+]([O-])c1cc(-c2csc(NC(CO)c3nc4ccccc4n3CCOCCO)n2)ccc1Cl (configuration not stated)
[23] O=C(COC(=O)Cc1ccc([N+](=O)[O-])cc1)NC1CCCCCC1
[24] COc1ccc(C(O)c2ncc(-c3ccc(Cl)cc3)[nH]2)cc1 (configuration not stated)

assay / entry	17	18	19	20	21	22	23	24
FN deposit inh	.	-9	14	-1	.	-1	3	-2
LGR2 inh	7	2	37	-13	.	-39	-12	-2
miR-122 sensor	-6	.	.	0	1	-10	-3	-1
Cneo AK release	-1	.	.	6	0	0	0	0
Casp6 inh	.	-1	2	2	4	-2	-2	5
PGC1a acetyl inh	-4	.	-2	-10	-2	6	2	.
PAX8 reporter	.	12	2	4	.	32	2	2
EWS-Fli block	.	-5	26	-10	-11	8	-3	-12

[25] COc1ccc(NC(=O)Nc2nnc(N3CCC(C)CC3)s2)cc1OC
[26] CCC(C)NC(=O)CS(=O)(=O)Cc1nc(-c2cccc(OC)c2)oc1C (configuration not stated)
[27] CCOC(=O)c1c(C)[nH]c(C)c1C(=O)COC(=O)c1ccc(Cl)nc1
[28] Cc1ccc(S(=O)(=O)N(C)C[C@H]2Oc3cc(Br)ccc3S(=O)(=O)N([C@@H](C)CO)C[C@H]2C)cc1
[29] C[C@@H]1CN([C@H](C)CO)C(=O)c2cccc(NC(=O)c3ccc(-c4nccs4)cc3)c2O[C@H]1CN(C)C
[30] O=C(NCC1CCCCC1)c1ccccc1[N+](=O)[O-]
[31] Cc1[nH]n2c(=O)c3c(nc2c1-c1cccc2ccccc12)CCC3
[32] Cc1ccc(NC(=O)CN(C)CC(=O)Nc2ccccc2-c2ccccc2)cc1

assay / entry	25	26	27	28	29	30	31	32
FN deposit inh	5	-12	2	.	-4	8	4	-6
LGR2 inh	12	0	-5	-5	7	9	.	7
miR-122 sensor	-4	-9	3	3[16.7 µM]	-8[16.7 µM]	1	0	.
Cneo AK release	0	1	0	-4	49	3	0	.
Casp6 inh	-1	0	0	5	0	2	.	1
PGC1a acetyl inh	-3	4	2	5	-4	7	3	.
PAX8 reporter	-10	11	.	-14	12	-30	-8	-16
EWS-Fli block	-4	-3	-2	8	5	5	.	1

[33] C[C@@H]1CN([C@@H](C)CO)C(=O)c2cccc(NC(=O)CCCCCC(=O)Nc3ccccc3N)c2O[C@@H]1CN(C)S(=O)(=O)c1ccc(F)cc1
[34] CCN(CC)CCN(C(=O)C1CCCCC1)c1nc2cc3c(cc2s1)OCO3
[35] CC(C)C1=CC(=Nc2ccc(S(N)(=O)=O)cc2)C=C(C(C)C)C1=O
[36] CCOC(=O)c1cc(OCC)c2c(ccc3ccccc32)n1
[37] CC(NC(=O)C12CC3CC(CC(O)(C3)C1)C2)c1ccc(Cl)cc1Cl (configuration not stated)
[38] CCOC(=O)Cn1cnc2c(cnn2-c2ccc(Cl)cc2)c1=O
[39] O=C(NCC[C@H]1CC[C@@H](NS(=O)(=O)Cc2ccccc2)[C@@H](CO)O1)C1CCCCC1
[40] Cc1ccc2c(CC(=O)OCc3nc(N)nc(Nc4ccccc4C)n3)coc2c1

assay / entry	33	34	35	36	37	38	39	40
FN deposit inh	.	3	-4	-5	-12	.	-11	-4
LGR2 inh	-23	11	-4	-15	6	-17	10	.
miR-122 sensor	.	1	-2	-25	.	-2	.	-3
Cneo AK release	.	13	0	-1	3	2	-2	-2
Casp6 inh	2	2	-1	-1	1	.	0	.
PGC1a acetyl inh	5	-18	-13	.	.	2	7	-3
PAX8 reporter	21	25	7	-13	6	.	14	6
EWS-Fli block	-11	4	11	-3	1	.	7	.

[41] Cc1ccc(-c2nnn(CC(=O)N(CC3CCCO3)C(C(=O)NC3CCCC3)c3ccc(O)cc3)n2)o1 (configuration not stated)
[42] O=C(ON=C1CCN(S(=O)(=O)c2ccccc2)CC1)c1ccc(F)cc1
[43] CC(C)NC(=O)N(C)C[C@@H]1OCCCC[C@@H](C)Oc2ccc(NS(=O)(=O)c3cccs3)cc2C(=O)N([C@H](C)CO)C[C@H]1C
[44] Cc1ccc(S(=O)(=O)N2CCCOC2)cc1
[45] CCC(C)n1c(S(=O)(=O)O)nc2ccccc21 (configuration not stated)
[46] CC(=O)Nc1nc(-c2ccc3c(c2)CC(C)N3C(=O)C2CC2)c(C)s1 (configuration not stated)
[47] CC(C)c1ccc(NC(=O)C[C@H]2CC[C@H]3[C@@H](COc4ccc(NC(=O)c5ccno5)cc4C(=O)N3C)O2)cc1
[48] Cc1csc(NC(=O)CSc2ncnc3ccccc23)n1

assay / entry	41	42	43	44	45	46	47	48
FN deposit inh	-5	-1	-2	.	-1	-8	-5	.
LGR2 inh	12	.	12	-7	.	-7	2	-2
miR-122 sensor	.	-4	0[16.7 µM]	.	6	0	.	1
Cneo AK release	.	-2	-1	-1	4	35	67	-2
Casp6 inh	1	.	1	-4	.	6	2	26
PGC1a acetyl inh	.	4	-3	-6	-13	12	.	10
PAX8 reporter	8	-2	3	.	.	-7	24	45
EWS-Fli block	5	.	-11	8	.	-15	14	3

# The final 3 records of the part above come first, to join the parts.
[46] CC(=O)Nc1nc(-c2ccc3c(c2)CC(C)N3C(=O)C2CC2)c(C)s1 (configuration not stated)
[47] CC(C)c1ccc(NC(=O)C[C@H]2CC[C@H]3[C@@H](COc4ccc(NC(=O)c5ccno5)cc4C(=O)N3C)O2)cc1
[48] Cc1csc(NC(=O)CSc2ncnc3ccccc23)n1
[49] Cc1ccc(P(=O)(OCCN2CCOCC2)C(C)(C)C)o1 (configuration not stated)
[50] CCCCc1ccc(Nc2ncnc3nc[nH]c23)cc1
[51] CO[C@@H]1CN(C)C(=O)c2ccc(NC(=O)C3CCOCC3)cc2OC[C@@H](C)N(CC2CCCCC2)C[C@H]1C
[52] CCC(C)Oc1ccccc1C1CC(=O)NC2=C1C(=O)CCC2 (configuration not stated)
[53] C[C@@H]1CCCCO[C@@H](CN(C)C(=O)Nc2ccc(C(F)(F)F)cc2)[C@H](C)CN([C@H](C)CO)C(=O)c2cc(NS(=O)(=O)c3ccccc3)ccc2O1
[54] CCN(CC)c1ccc(/C=N/N(c2ccccc2)c2ccccc2)c(O)c1
[55] O=C1C(C=NCc2ccccn2)=C(O)c2ccccc21
[56] O=c1ccn(CCc2c[nH]c3ccccc23)c2c1CCCC2
[57] OCc1cc(Br)ccc1OCc1nc2ccccc2s1
[58] CC(=O)c1ccc(N2CCN(C(=O)c3cccc(Oc4ccccc4)c3)CC2)cc1
[59] CO[C@@H]1CN(C)C(=O)c2ccc(NC(=O)C3CCOCC3)cc2OC[C@H](C)NC[C@@H]1C

assay / entry	46	47	48	49	50	51	52	53	54	55	56	57	58	59
FN deposit inh	-8	-5	.	.	-3	-8	.	-1	-9	.	.	.	-2	0
LGR2 inh	-7	2	-2	13	-21	17	0	14	8	-6	6	-35	-1	3
miR-122 sensor	0	.	1	0	-14	.	9	-14[16.7 µM]	-5	-3	-4	7	.	.
Cneo AK release	35	67	-2	-3	-4	3	-1	-1	0	0	-4	0	.	0
Casp6 inh	6	2	26	4	-4	0	.	-1	.	7	.	-2	-3	4
PGC1a acetyl inh	12	.	10	-3	1	-1	6	4	.	-2	12	.	-13	1
PAX8 reporter	-7	24	45	.	-172	1	.	84*	0	.	5	.	1	.
EWS-Fli block	-15	14	3	1	-76	27	.	23	.	-80	2	.	-54	8
